High-throughput results as filed in PubChem.
NF-kB neuron act – activators of NF-kB expression in neurons, primary screen, cell-based, HTS; actives 1.6% (n = 190,000); fold change at 12.5 µM; human neuronal cells, NF-kB reporter expression; stronger effect = higher value; in the data active = fold change above about 3.3
STAT1 act – STAT1 signaling activators, primary screen, cell-based, HTS, luciferase reporter. NIH 3T3 STAT1-luciferase reporter, IFN-gamma, luminescence; 100% = IFN-gamma alone, no compound. activation (% of control), % at 5.5 µM. actives 2.6% (n = 200,000);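 active = activation above the screen-wide mean activation plus 3 SD, cut at about 130% in these data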;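 note: raw ratio to IFN-gamma control signal so 100% means no change and 0% no light; values of inactives mirror those of a sister screen read the other way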
Diaphorase act – compounds boosting diaphorase resazurin reduction – biochemical, uHTS, resorufin fluorescence, counter-screen for diaphorase-coupled primary assays, primary screen; actives 0.005% (n = 190,000); Diaphorase/resazurin coupled assay, 16 min; stronger effect = higher value; 1 = vehicle wells, 0 = NADH-free wells; activation factor at 20 µM;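 active = diaphorase activity raised at least twofold by the compound at 20 µM; inactive = activation factor below 2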
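Test system: Clostridium kluyveri diaphorase, purified enzyme. Buffer or medium: 50 mM HEPES pH 7.4 buffer plus MgCl2 and Tween 20. Also added: 0.114 mM NADH and 0.1 mM resazurin, final amounts. Dosing: compound 20 µM once, DMSO 1%. Schedule: 16 min enzyme reaction, ambient temperature. Detection: fluorescence of resorufin, 544 nm excitation, 590 nm emission.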
TLR4 MyD88 comp – inhibitors of TLR4-MyD88 association in cells, primary screen, cell-based, HeLa CL3-4, BLA complementation, FRET ratio | Toll-like receptor 4 (Homo sapiens) + Myeloid differentiation primary response protein … | HeLa CL3-4 TLR4/MyD88 BLA complementation | inhibition, % at 8.4 µM | actives 0.18% (n = 200,000); in the data active = inhibition above about 25%;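 note: 0% = vehicle and 100% = reference inhibitor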
Target sequence (O00206 whole entry, looked up): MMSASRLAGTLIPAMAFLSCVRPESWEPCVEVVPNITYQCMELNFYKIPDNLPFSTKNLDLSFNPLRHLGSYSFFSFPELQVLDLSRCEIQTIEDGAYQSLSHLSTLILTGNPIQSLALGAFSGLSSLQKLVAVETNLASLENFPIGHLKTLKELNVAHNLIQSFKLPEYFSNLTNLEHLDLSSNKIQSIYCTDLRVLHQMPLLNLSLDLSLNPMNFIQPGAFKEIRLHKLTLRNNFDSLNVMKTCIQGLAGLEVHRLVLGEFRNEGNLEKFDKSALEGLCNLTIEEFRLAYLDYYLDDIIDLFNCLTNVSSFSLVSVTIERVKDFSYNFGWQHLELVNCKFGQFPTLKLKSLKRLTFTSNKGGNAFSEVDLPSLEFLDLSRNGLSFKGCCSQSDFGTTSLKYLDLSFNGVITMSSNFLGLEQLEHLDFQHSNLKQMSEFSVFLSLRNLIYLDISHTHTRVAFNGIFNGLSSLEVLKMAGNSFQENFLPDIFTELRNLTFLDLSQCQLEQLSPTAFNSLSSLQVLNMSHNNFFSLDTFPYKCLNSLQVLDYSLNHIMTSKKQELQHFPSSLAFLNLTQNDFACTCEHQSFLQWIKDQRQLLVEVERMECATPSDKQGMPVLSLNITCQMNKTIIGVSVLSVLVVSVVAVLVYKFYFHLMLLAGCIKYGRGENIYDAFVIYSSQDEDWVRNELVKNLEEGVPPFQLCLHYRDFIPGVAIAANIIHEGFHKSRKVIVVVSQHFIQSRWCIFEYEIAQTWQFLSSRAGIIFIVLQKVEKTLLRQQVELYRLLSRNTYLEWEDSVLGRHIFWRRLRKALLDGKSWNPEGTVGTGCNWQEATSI
Target sequence (Q99836 whole entry, looked up): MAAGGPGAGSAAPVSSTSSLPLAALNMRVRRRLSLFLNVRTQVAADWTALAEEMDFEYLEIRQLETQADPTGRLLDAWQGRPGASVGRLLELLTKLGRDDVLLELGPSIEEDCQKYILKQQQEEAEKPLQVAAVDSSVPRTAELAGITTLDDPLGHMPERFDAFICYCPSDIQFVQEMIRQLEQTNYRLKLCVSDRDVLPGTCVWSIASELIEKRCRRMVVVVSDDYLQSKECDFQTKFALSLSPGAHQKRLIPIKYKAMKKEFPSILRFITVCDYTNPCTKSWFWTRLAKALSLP
APP transl inh – inhibitors of APP translation via 5'UTR reporter, primary screen, APP 5'UTR luciferase, SH-SY5Y cells; actives 0.82% (n = 190,000); inhibition, % at 2 µM; SH-SY5Y APP 5'UTR-luciferase reporter, luminescence; AID 1285, 2008;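 active = inhibition above a set limit, derived from the sample mean plus 3 SD, cut at about 45% in these data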; note: values of inactives mirror those of a sister screen read the other way
G6PDH CS – L. mesenteroides G6PDH inhibitors, counter-screen for G6PDH-coupled screening assays, biochemical, Leuconostoc mesenteroides enzyme. Purified L. mesenteroides G6PDH, diaphorase/resazurin coupled fluorescence, 45 min. inhibition, % at 5 µM. actives 0.12% (n = 200,000). glucose-6-phosphate dehydrogenase [Leuconostoc mesenteroides]; in the data active = inhibition above about 50%
Diaph inh CS – diaphorase inhibitors and chemical oxidizers, primary screen, counter-screen for diaphorase-coupled primary assays, biochemical, uHTS, resorufin fluorescence. actives 0.69% (n = 190,000). diaphorase resazurin-to-resorufin fluorescence, NADH, 16 min; bacterial (C. kluyveri) enzyme, not human. inhibition, % at 20 µM. AID 1217, 2008;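 active = primary screen inhibition at 20 µM above a set limit, cut at about 50% in these data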;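 note: plate controls were DMSO with full reaction for no effect and wells lacking NADH for full effect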
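Test system: Clostridium kluyveri diaphorase enzyme / Quantity: diaphorase at 0.14 U/mL in enzyme working solution / Incubation: 16-min room-temperature incubation before reading / Benchmarks: NADH-free wells as positive control, DMSO-only neutral wells / Signal: resorufin fluorescence 544/590 nm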
FLuc stim CS – FLuc activators, initial screening, artefact control for FLuc-dependent activation tests, biochemical, ATPlite luminescence | activation factor at 10 µM | 200,000 tested, under 10 active | ATPlite luciferase biochemical, 10 min; 0 = ATP-free wells, 1 = DMSO control | AID 1027, 2008;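 active = luciferase activation factor, scaled between plate controls, of at least 2 with compound at 10 µM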
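Assay system: Luciferase/luciferin detection reagent, cell-free biochemical luciferase assay / Read-out: luciferase activation / Benchmarks: No-ATP low control, compound-free enzyme-plus-ATP high control / Medium: PBS buffer for ATP / Detection: luminescence measurement of luciferase light output / Schedule: 10 min at ambient temperature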
FLuc inhib CS – firefly luciferase enzyme inhibitors, primary screen, artefact control for luciferase-based inhibitor screens, biochemical, luminescence, ATPLite; inhibition, % at 10 µM; Luciferin 4-monooxygenase (Photinus pyralis), P08659; actives 1.5% (n = 200,000); 10 min;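 active = inhibition above about 50% when tested at 10 µM, limit read from the data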
APP 5'UTR act – activators of APP 5'UTR luciferase reporter, primary screen, SH-SY5Y cells | SH-SY5Y APP 5'UTR luciferase reporter, luminescence; zero percent = DMSO vehicle wells | activation, % at 2 µM | actives 1% (n = 190,000);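 active = activation above a set limit, based on mean plus 3 SD of controls, cut at about 140% in these data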; note: values of inactives mirror those of a sister screen read the other way
* = called active by the depositor; . = not tested or not shown. Outcome played no part in choosing rows. Share with any hit: about 5.6%.

SMILES	NF-kB neuron act	STAT1 act	Diaphorase act	TLR4 MyD88 comp	APP transl inh	G6PDH CS	Diaph inh CS	FLuc stim CS	FLuc inhib CS	APP 5'UTR act
CC(C)CC(NC(=O)OC(C)(C)C)C(=O)NC(C(=O)N1CCCC1C(N)=O)C(C)C (stereo unspecified)	1.8	101	0.9	2	-40	3	12	1	1	40
CCOc1ccc(C2=Nn3c(nnc3-c3cccnc3)SC2)cc1	0.92	112	1	1	-8	14	-1	1.1	-7	8
Cc1ccc(Cc2nnc3n(-c4ccccc4)nc(C(=O)c4ccccc4)n3c2=O)cc1	0.87	94	0.7	-2	4	5	26	1	-3	-4
CCCCN(C)C1CCN(C(=S)Nc2ccc(OCC)cc2)CC1	1.3	101	0.9	-2	-14	5	12	1.1	-6	14
CC1CCN(S(=O)(=O)c2ccc3c(c2)N(CC(=O)NCc2cccnc2)C(=O)CS3)CC1	1.1	99	1.1	-7	11	2	-6	1	0	-11
COc1ccc(NC(=O)Cn2c(=O)n(-c3ccccc3)c(=O)c3oc4ccccc4c32)c(OC)c1	1.1	97	1.1	-9	-2	6	-10	1.1	-6	2
Cc1ccc(S(=O)(=O)N2CCN(C(=O)CSc3nc(N)cc(=O)[nH]3)CC2)c(C)c1	0.87	87	0.9	-18	5	-4	7	1.1	-7	-5
COc1ccc(CCNC(=O)CSc2nnc(CNC(=O)c3ccccc3F)o2)cc1OC	0.92	103	0.9	5	15	5	13	1	-4	-15
Cc1cccc(COCC(CC(C)C)N2CCN(C(=O)c3ccc(C(F)(F)F)cc3)CCC2=O)c1 (stereo unspecified)	0.83	106	1	-5	6	15	2	1.1	-8	-6
CC(=O)c1c(N)nc2n(c1=O)CCCCC2	1.2	97	0.9	4	8	10	10	0.9	6	-8
COc1ccccc1NC(=O)CN1CCN(c2ccccc2F)CC1	0.92	98	0.8	-4	-6	5	21	1.1	-8	7
O=C(Nc1ccc(C(=O)NN2C(=O)c3ccccc3C2=O)cc1)c1ccccc1	1.1	100	1	-9	-11	5	-3	1.1	-7	11
C=CCN1C(=O)/C(=C\c2ccc(Oc3nc(N4CCOCC4)nc(N4CCOCC4)n3)c(OC)c2)SC1=S	0.98	93	1	4	1	3	1	1	-4	-1
NC(=O)CSc1nnc(COc2ccccc2)n1Cc1ccco1	1	101	1	-2	-12	10	4	1.1	-12	12
O=C(c1ccccc1F)N1CCN(S(=O)(=O)c2ccc3c(c2)OCCO3)CC1	1.2	88	0.9	-3	-11	3	8	1	-1	11

As a working copy, some entries already given.
SMILES	NF-kB neuron act	STAT1 act	Diaphorase act	TLR4 MyD88 comp	APP transl inh	G6PDH CS	Diaph inh CS	FLuc stim CS	FLuc inhib CS	APP 5'UTR act
C=CCN1C(=O)/C(=C\c2ccc(Oc3nc(N4CCOCC4)nc(N4CCOCC4)n3)c(OC)c2)SC1=S	0.98	93	1	4	1	3	1	1	-4	-1
NC(=O)CSc1nnc(COc2ccccc2)n1Cc1ccco1	1	101	1	-2	-12	10	4	1.1	-12	12
O=C(c1ccccc1F)N1CCN(S(=O)(=O)c2ccc3c(c2)OCCO3)CC1	1.2	88	0.9	-3	-11	3	8	1	-1	11

(list continues)
SMILES	NF-kB neuron act	STAT1 act	Diaphorase act	TLR4 MyD88 comp	APP transl inh	G6PDH CS	Diaph inh CS	FLuc stim CS	FLuc inhib CS	APP 5'UTR act
O=C1/C(=C/c2cccs2)Cc2ccccc21	2.9	111	0.9	-4	-56	-6	12	0.4	58*	56
Cc1ccc(N(Cc2ccc(C(=O)NCC3CCCO3)cc2)S(C)(=O)=O)cc1C (stereo unspecified)	1.1	87	.	-5	-8	6	.	1.1	-6	8
CCN(CC)C(=O)c1scc2c1OCCO2	0.96	97	1	10	-4	7	-2	1	-1	4
Cc1noc(C)c1C(=O)OCC(=O)c1c[nH]c2ccccc12	1	107	0.9	6	-12	3	6	1	3	12
Cc1ccc(C(C(=O)NC2CCCC2)N(C(=O)CCC(=O)Nc2cc(C)on2)c2ccccc2)cc1 (stereo unspecified)	1.1	108	1	9	-15	6	1	1.1	-7	15
C/C(=N\NC(=S)NC(C)C)c1ccccc1OC(F)F	1.3	103	0.8	-3	20	4	16	1.1	-6	-20
COc1ccc(CNC(=O)Cn2cc(C(F)(F)F)ccc2=O)cc1	0.92	113	1	8	1	16	-4	1	-2	-1
CCN(C(=O)Cc1c(C(=O)O)[nH]c2ccccc12)c1cc(OC)ccc1OC	0.89	92	0.9	-3	-2	0	14	1	3	2
COc1ccc(OC)c(NC(=O)CNC(=O)Cn2cnc3ccccc3c2=O)c1	1.2	98	1	3	1	17	5	1	-4	-1
COc1ccccc1N/C(=N/S(=O)(=O)c1ccc(Cl)cc1)c1ccccc1	0.88	95	0.8	2	-3	-13	17	1.1	-6	3
Cc1ccccc1OCC(=O)O/N=C(\N)Cc1cccs1	1.7	112	0.9	9	-21	0	15	1	-2	21
CCc1ccc(/C=C2\CN(CC)Cc3c2nc2ccccc2c3C(=O)O)cc1	1.1	102	1	9	5	6	1	1	1	-5
COc1cc(NC(=O)c2cccc(Cl)c2)ccc1NC(=O)c1cccs1	0.85	87	0.8	-2	-6	10	23	1	-5	6
CCn1cc(C2=NOC(C(=O)Nc3cc(OC)c(Cl)cc3OC)C2)c(C)n1 (stereo unspecified)	0.79	100	0.9	-16	-5	11	5	1	2	5
COc1ccc(-c2csc3ncnc(Nc4ccc(O)cc4)c23)cc1	1.2	98	0.9	-13	5	8	8	1	-1	-5
COc1cccc(/C=C/C(=O)OCC(=O)NCc2ccc(Cl)cc2)c1	0.92	105	0.9	1	10	2	9	1.1	-7	-10
O=C(NCc1ccco1)C(=S)N1CCCC1	1.5	96	1	0	-4	-1	4	1.1	-6	4
CCOC(=O)C1(C)Oc2ccc(S(=O)(=O)CC)cc2NC1=O (stereo unspecified)	1.1	105	0.9	-13	4	4	7	1	-4	-4
S=C(NCc1ccco1)Nc1ccc2c(c1)OCCO2	1.7	112	1	-13	-19	2	-3	0.9	11	19
COC(=O)c1c(NC(NC(=O)C(C)C)C(Cl)(Cl)Cl)sc2c1CCCC2 (stereo unspecified)	1.1	97	0.8	3	-2	20	20	1.1	-9	1
CCCCCCOc1ccc(C(=O)O)cc1C#N	1.1	127	0.8	2	-7	11	16	1.1	-6	7
COc1ccc(C(=O)Oc2ccc3oc(=O)sc3c2)cc1	1.6	100	0.8	-2	-14	-1	16	1	0	14
COc1ccc(C2C(C(C)=O)=C(O)C(=O)N2CCc2ccccc2)c(OC)c1 (stereo unspecified)	1.2	104	0.8	-7	-12	0	16	1	-4	12
O=C(Cn1nnc(-c2ccccc2)n1)Nc1ccc2c(c1)OCO2	1.1	100	0.9	-9	3	-1	8	1	-4	-3
CC(=O)Oc1ccc(C(=O)[C@H]2[C@H]3C(=O)N(c4ccccc4)C(=O)[C@H]3[C@@H]3C=CC=NN32)cc1	1.1	102	0.8	6	-25	10	22	1	-2	25
O=c1[nH]c2cc3c(cc2cc1CN(CCCO)Cc1nnnn1Cc1ccc(F)cc1)OCO3	0.89	100	0.9	3	4	7	12	1.1	-7	-4
CCc1ccccc1NC(=O)CN1C(=O)C2CCCN2c2ncc(Cl)cc21 (stereo unspecified)	1	96	0.8	3	-9	0	17	1	-2	9
CCOC(=O)N1CCN(CC(=O)c2ccc3c(c2)CCN3)CC1	1.2	102	1	-1	-15	3	4	1.1	-9	15
COc1ccc(-c2nnc(SCC(=O)Nc3ncc(C)s3)n2-c2ccccc2)cc1OC	1.8	91	0.8	5	-4	1	21	1.1	-10	4
O=C(Nc1ccccc1-c1nc2ccccc2s1)c1ccc(Br)o1	1.1	98	0.9	-6	.	2	13	1	-1	.
CC(C)(C)c1ccc(-c2nnc(SC3CCOC3=O)n2Cc2ccccc2)cc1 (stereo unspecified)	1.2	100	0.9	5	-14	4	6	1	-3	14
O=C(NCc1ccco1)c1ccc2c(c1)C(=O)c1ccccc1-2	1.5	133*	0.8	1	-21	-3	17	0.9	6	21
CCOC(=O)c1ccc(NC(=O)CSc2ccc(-c3ccncc3)nn2)cc1	1	100	0.9	7	1	2	9	1	-1	-1
COc1cc(/C=C/C(=O)NC(C)C)ccc1OCc1ccccc1	1.1	102	0.9	-7	17	7	8	1	0	-17
CC1CN(S(=O)(=O)c2ccc(C(=O)Nc3nnc(-c4ccc5c(c4)CCCC5)o3)cc2)CC(C)O1 (stereo unspecified)	0.91	102	1.1	6	14	2	-7	1	-4	-14
O=[N+]([O-])c1cc(S(=O)(=O)N2CCCCCC2)ccc1Cl	0.81	89	0.9	23	-10	20	5	1.1	-8	10
CC(=O)c1ccccc1OCCn1nnc(-c2ccc(C)cc2)n1	1.1	100	1	10	-7	5	3	1	0	7
CCOC(=O)c1c(C)nc2sc3c(=O)[nH]cnc3c2c1-c1ccc(OC)cc1	1.3	100	0.8	8	-12	-5	19	1	-3	12
COc1cc(/C=C2\SC(=O)N(c3ccc(Cl)cc3)C2=O)cc([N+](=O)[O-])c1O	0.94	94	0.2	-14	9	5	82*	1	-1	-9
Clc1ccccc1CNc1ncnc2nc[nH]c12	0.96	98	0.9	4	-14	3	8	1	-4	13
CN(C(=O)/C=C/c1cnc2ccccc2c1)C1CCCCC1	3.9*	105	1	1	-275	4	-4	0.4	62*	275*
CC1CCN(C(=O)CCc2nnc(-c3ccccc3)o2)CC1	2.5	135*	1	2	-42	9	4	1	-3	42
Cc1ccnc(NC(=O)c2ccc3c(c2)C(=O)N(CC2CCCO2)C3=O)c1 (stereo unspecified)	1.2	115	0.9	0	6	7	7	0.4	56*	-6
Cc1nn(CC(=O)Nc2ccncc2)c(C)c1[N+](=O)[O-]	0.92	102	0.9	3	-4	0	11	1.1	-5	4
O=C(CCC1COc2ccccc2O1)Nc1ncccc1O (stereo unspecified)	1.2	96	0.8	13	-10	3	23	1.1	-5	10
Cc1cccc(OCC(=O)O/N=C(\N)Cc2ccc([N+](=O)[O-])cc2)c1	.	103	0.8	-10	4	3	21	1.1	-7	-4
